TNAP act hi DEA: increases human TNAP activity under high phosphate acceptor concentration; purified TNAP, CDP-star luminescence, 1 M DEA, 30 min; active compounds read high; 0 = EDTA background, 1 = DMSO-only activity; activation factor at 20 µM; 200,000 tested, under 10 active; AID 1136;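 active means activation factor at least 2 at 20 µM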
Target sequence (P05186 whole entry, looked up): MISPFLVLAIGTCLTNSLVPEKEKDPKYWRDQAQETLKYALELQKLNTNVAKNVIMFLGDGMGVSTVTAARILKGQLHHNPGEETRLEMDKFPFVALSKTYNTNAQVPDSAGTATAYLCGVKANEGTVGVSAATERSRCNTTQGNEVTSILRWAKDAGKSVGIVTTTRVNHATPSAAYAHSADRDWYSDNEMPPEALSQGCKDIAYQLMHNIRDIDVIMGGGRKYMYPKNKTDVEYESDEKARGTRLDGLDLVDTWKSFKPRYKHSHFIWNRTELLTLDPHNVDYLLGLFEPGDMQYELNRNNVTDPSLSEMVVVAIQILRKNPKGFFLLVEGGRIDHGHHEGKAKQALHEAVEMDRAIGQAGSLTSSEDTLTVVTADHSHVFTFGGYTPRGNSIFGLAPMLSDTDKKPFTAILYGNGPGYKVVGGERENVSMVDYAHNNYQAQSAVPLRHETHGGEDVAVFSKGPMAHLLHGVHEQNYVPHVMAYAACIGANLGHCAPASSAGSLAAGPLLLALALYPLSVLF
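Test system – human TNAP · Doses – 20 µM single point · Incubation – 30 min, room temperature · Signal – luminescent substrate turnover signal · Read-out basis – activation factor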
TR-FRET SRC-2 ct: TR-FRET artefact, counter-screen to PPARgamma/SRC-2 agonist assay | TR-FRET ratio at 8 µM | 0.4% of 200,000 active | active compounds read high; in the data active means TR-FRET ratio above about 2000; further: inactives centre near 1500; reference of the scale not given here
Efa HMGR inh: blocks class II HMG-CoA reductase of Enterococcus faecalis | purified E. faecalis HMGR, NADPH absorbance 340 nm kinetic | inhibition, % at 10 µM | 0.41% of 190,000 active;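 active means inhibition above a set limit, the median over all tested compounds plus 3 SD, cut at about 9.5% in these data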;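 further: enzyme runs in reverse so mevalonate oxidation gives rising NADPH absorbance; 0% = complete reaction with DMSO and 100% = background rate lacking mevalonate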
PPARg SRC-3 ag: promotes SRC-3 coactivator recruitment by human PPARgamma; 0.26% of 200,000 active; biochemical PPARgamma/SRC-3 coactivator recruitment assay; activation, % at 8 µM; P37231; in the data active means activation above about 23%;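 further: 0% = DMSO and 100% = reference agonist; some compounds past the cut are filed as inactive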
Target sequence (P37231 whole entry, looked up): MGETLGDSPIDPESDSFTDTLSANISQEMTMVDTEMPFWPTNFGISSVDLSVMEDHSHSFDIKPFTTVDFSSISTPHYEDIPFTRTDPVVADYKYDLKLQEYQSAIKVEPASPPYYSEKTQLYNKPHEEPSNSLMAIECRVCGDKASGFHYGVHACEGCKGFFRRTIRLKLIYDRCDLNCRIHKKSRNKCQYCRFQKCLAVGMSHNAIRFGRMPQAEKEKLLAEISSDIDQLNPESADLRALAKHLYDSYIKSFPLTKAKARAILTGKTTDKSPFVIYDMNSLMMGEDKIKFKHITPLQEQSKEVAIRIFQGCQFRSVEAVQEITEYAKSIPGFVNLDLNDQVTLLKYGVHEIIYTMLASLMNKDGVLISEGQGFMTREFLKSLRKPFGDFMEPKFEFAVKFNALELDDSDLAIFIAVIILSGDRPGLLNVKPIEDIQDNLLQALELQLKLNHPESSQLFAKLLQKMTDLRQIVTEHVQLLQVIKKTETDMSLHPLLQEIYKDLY
PPARg SRC1 recr: agonists of human PPARgamma SRC-1 coactivator recruitment | P37231 | PPARgamma-SRC-1 coactivator recruitment biochemical assay | activation, % at 8 µM | 0.41% of 200,000 active | AID 631; in the data active means activation above about 19%;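 further: 0% = DMSO and 100% = reference agonist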
PPARg SRC-2 ag: agonists of SRC-2 recruitment by human PPARgamma | P37231 | AID 1032 | PPARgamma LBD-SRC-2 recruitment, biochemical | 0.34% of 200,000 active | activation, % at 8 µM; in the data active means activation above about 22%;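 further: 0% = vehicle and 100% = reference agonist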
TNAP inh hi DEA: inhibitors of human TNAP at high phosphate acceptor concentration | 0.03% of 200,000 active | inhibition, % at 20 µM | P05186 | purified TNAP, CDP-star luminescence, 1 M DEA;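 active means over 50% inhibition of tissue-nonspecific alkaline phosphatase at 20 µM in the single-dose screen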;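 further: plate controls were DMSO wells for no effect and EDTA-quenched wells as full inhibition for full effect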
bIAP inh: intestinal alkaline phosphatase (bovine) inhibition | AID 1019 | purified bovine IAP, CDP-star luminescence, 30 min | inhibition, % at 20 µM | 190,000 tested, under 10 active;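 active means over 50% inhibition of intestinal alkaline phosphatase at 20 µM in the single-dose screen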
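Assay system – bovine IAP enzyme · Quantity – bovine IAP at 1/65,000,000 final dilution · Detection – CDP-star luminescence signal · Times – 30 min reaction at room temperature · Also added – CDP-star substrate at 30 µM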
TNAP inh no acc: TNAP (human) inhibition, acceptor-free conditions | P05186 | purified TNAP, CDP-star luminescence, 30 min | inhibition, % at 20 µM | 0.26% of 200,000 active | AID 1012;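 active means tissue-nonspecific alkaline phosphatase inhibition above about 50% at 20 µM in the single-dose screen, limit read from the data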;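 further: 0% = DMSO negative control and 100% = EDTA positive control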
bIAP act: increases bovine intestinal alkaline phosphatase activity. purified bovine IAP, CDP-star luminescence, 30 min; active compounds read high; fold of DMSO-control signal, blank-subtracted. activation factor at 20 µM. 0.17% of 200,000 active. AID 1016;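 active means activation factor of 2 or more at 20 µM, a signal rise over negative controls twice the positive control's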
An asterisk follows results filed as active; . = not tested or not shown.

Order of results: PPARg SRC-3 ag	TNAP inh hi DEA	TNAP act hi DEA	PPARg SRC-2 ag	TR-FRET SRC-2 ct	bIAP inh	Efa HMGR inh	bIAP act	TNAP inh no acc	PPARg SRC1 recr
CC(=O)OC[C@H]1O[C@@H](n2ccc(=O)[nH]c2=S)C(OC(C)=O)C1OC(C)=O (some centres undefined)
  1.1	-3.4	1	-6.1	1572	3.0	-6.6	1	-7.7	5.5
O=C(O)CCn1cc(C2CC(c3ccccc3)=NN2c2ccccc2)c(-c2ccccc2)n1 (centres undefined)
  -1.1	-5.6	1.1	-1.0	1497	-21.7	-5.0	1.2	-16.7	-4.8
COC(=O)CSC1=C(C#N)C(c2ccsc2)CC(=O)N1 (centres undefined)
  4.4	3.6	1	-9.0	1546	9.1	-7.2	0.9	7.2	2.5
Cc1ccc(-c2ccc(CCC(=O)O)o2)cc1
  14.7	-7.1	1.1	-10.3	1594	1.1	-5.7	1	-12.7	10.4
Cc1ccc(CSc2nnc(SCC(=O)N/N=C/C=C/c3ccccc3[N+](=O)[O-])s2)cc1
  4.6	-6.3	1.1	6.0	1530	-30.7	-3.4	1.3	-6.2	2.9
Cc1cc(C)c(NC(=O)c2sc3nc4c(cc3c2N)C(=O)CC(C)(C)C4)c(C)c1
  5.7	-0.5	1	9.9	1593	5.6	-5.7	0.9	-3.5	8.1
COC(=O)c1c(NC(=O)c2nc3nc(C)cc(C(F)F)n3n2)sc2c1CCC2
  7.5	-4.6	1	2.8	1525	-23.0	-0.2	1.2	-11.9	2.9
COc1cc(CC(=O)OCC(=O)N2CC(=O)Nc3ccccc32)cc(OC)c1OC
  0.7	-5.8	1.1	-0.1	1446	-2.5	-3.0	1	-9.6	-2.4
O=C(CSc1nnnn1-c1cccc2ccccc12)N1CCOCC1
  -5.4	-5.2	1.1	14.9	1679	11.6	3.2	0.9	-10.9	-0.5
O=C(CC(=O)c1ccccc1O)c1cccc(F)c1
  2.4	-4.7	1	1.0	1498	17.9	-11.4	0.8	-10.9	6.8
COCCNC(=O)CSc1nc2ccc(N3CCOCC3)cc2c(=O)n1CCc1ccccc1
  2.0	-2.2	1	3.6	1425	-4.2	-4.5	1	-8.6	5.7
Cc1ccnc(NC(=O)CN2C(=O)c3ccccc3C2=O)c1
  3.3	-3.0	1	6.7	1650	9.4	-1.6	0.9	-11.8	-3.6
COc1nc(N)nc(CC(=O)C2CC2)n1
  2.4	-0.9	1	6.5	1661	7.1	0.2	0.9	-8.7	7.1
CC(=O)N1CCc2cc(Br)cc(S(=O)(=O)N3CCCCCC3)c21
  -10.6	-6.0	1.1	-7.1	1596	-4.4	-3.7	1	-14.0	7.0
O=C(NCc1ccc(Cl)cc1)C(=O)c1c[nH]c2ccccc12
  6.0	-3.8	1	0.3	1574	-5.9	-0.5	1.1	-9.2	2.9
COc1nc(OC)nc(N2CCC(C(=O)Nc3cccc4c3CCCC4)CC2)n1
  3.1	-6.3	1.1	8.5	1623	-16.7	-2.3	1.2	-12.3	-0.3
CCOc1cc(C2C(C(=O)OC)=C(C)N=C3SC(C)C(=O)N32)ccc1OC(C)=O (centres undefined)
  -8.4	-4.3	1	2.2	1568	5.3	-2.0	0.9	-4.8	1.5
COCCNC(=O)CN1CCN(C(c2ccccc2)c2ccccc2)CC1
  8.2	-5.1	1.1	1.0	1312	-7.2	-7.7	1.1	-12.7	2.6
Cc1cc(C)nc(NC(=O)c2ccc([N+](=O)[O-])o2)n1
  -2.6	4.5	1	1.7	1769	-3.6	-7.2	1	-5.9	2.2
O=C(Nc1ccc(F)cc1)N(Cc1nnc2n1CCCCC2)c1ccccc1
  1.2	-3.3	1	7.0	1386	1.3	-0.8	1	-10.7	4.2
CCOC(=O)/C(C#N)=C/c1cc(C)n(-c2ccc(C)cc2)c1C
  -3.4	-8.1	1.1	-7.0	1430	13.4	-0.1	0.9	-18.2	-3.4
Nc1ncnc2c1ncn2[C@@H]1O[C@H](CO)C[C@@H]1O
  -0.8	-8.4	1.1	4.3	1577	18.0	5.1	0.8	-12.5	-0.4
N#C/C(=C\C=C\c1ccccc1)C(=O)Nc1ccccc1
  4.3	-2.9	1	9.3	1487	7.6	-7.8	0.9	-9.7	2.2
CC1(C)CC(=O)C(C(c2ccccc2F)C2C(=O)CC(C)(C)CC2=O)C(=O)C1
  1.8	-2.1	1	-0.7	1472	4.3	-4.3	1	-0.6	-3.8
C=CCSc1nc2c(c(=N)n1CC=C)C1CCCC1S2 (centres undefined)
  1.7	-6.0	1.1	1.5	1615	-0.2	-6.4	1	-8.7	11.4
O=C(CSc1nc(-c2ccco2)cc(C(F)(F)F)n1)NCCN1CCOCC1
  1.4	-5.9	1.1	12.2	1559	-1.1	-5.5	1	-8.8	13.1
N=c1n(CCN2CCCC2)c2ccccc2n1CC(O)c1ccc(Cl)c(Cl)c1 (centres undefined)
  0.6	-4.0	1	-6.6	1448	-12.5	0.6	1.1	-2.0	-7.3
CCC(C)C1NC(=S)N(C2CCCCC2)C1=O (centres undefined)
  2.4	-0.6	1	8.5	1531	3.4	-2.5	1	-3.2	4.0
S=C(c1ccc(-c2ccccc2)o1)N1CCCCC1
  0.3	1.9	1	-0.3	1706	24.0	-0.2	0.8	-4.5	-3.3
Cc1nc2c(S(=O)(=O)c3ccccc3)cnn2c(C)c1C
  2.1	-5.3	1.1	7.0	1954	-8.5	3.3	1.1	-14.9	2.8
O=C(NC1CCCCC1)c1ccc(COCC(F)(F)F)o1
  -5.8	5.4	0.9	-6.1	1572	2.5	4.8	1	-2.3	-2.4
CN(C)C(=O)NC(Nc1ccc(Cl)cc1Cl)C(Cl)(Cl)Cl (centres undefined)
  -1.8	-4.1	1	7.2	1666	14.8	1.8	0.9	-6.7	-4.6
CC(=O)c1cn(-c2ccc(Cl)cc2)c(=O)n(Cc2ccc(F)cc2)c1=O
  -0.3	-2.7	1	6.4	1704	-4.5	3.1	1	-2.8	11.6
CCOC(=O)c1cc(-c2ccccc2)n(CC(=O)Nc2cc(OC)cc(OC)c2)c1C
  2.0	-10.6	1.1	7.4	1637	.	1.0	0.5	-11.9	12.8
CCCCCCCCC(=O)NCCOc1ccc(OC)cc1
  0.5	-0.3	1	2.4	1580	-2.7	0.2	1	-3.8	-8.4
O=C(NCC1CCCO1)C1CCC(N2C(=O)c3ccccc3C2=O)CC1 (centres undefined)
  -0.6	-3.0	1	8.1	1635	5.9	-0.9	0.9	-7.5	2.0
CCN(CC)C(=O)CSc1nnc(CNc2ccc(F)cc2)n1-c1ccccc1
  -0.6	-2.0	1	-1.9	1296	0.6	-5.6	1	-8.0	-4.8
O=C(COc1ccc(S(=O)(=O)NC2CCCCC2)cc1Cl)NCc1ccc2c(c1)OCO2
  -1.3	-6.5	1.1	-0.1	1570	8.6	-3.0	0.9	-7.1	-1.7
CCOC1(NC(=O)c2ccccc2)C(C)=CC(=O)C=C1C
  6.7	8.2	0.9	-3.1	1320	-4.8	1.4	1	1.3	-2.3
CCCc1cc(=O)[nH]c(SCC(=O)N(C)C2CCS(=O)(=O)C2)n1 (centres undefined)
  6.4	-1.9	1	-5.2	1566	10.4	0.6	0.9	-11.9	4.8
NCC(O)CN(c1ccccc1)c1ccccc1 (centres undefined)
  -1.4	-4.2	1	2.3	1468	4.2	3.2	1	0.6	1.1
COc1cc(OC)cc(C(=O)NNC(=O)c2cc3c(s2)CCCC3)c1
  6.5	-5.1	1.1	1.6	1454	-30.5	-0.1	1.3	-23.2	0.4
Cc1nc2ccc(S(=O)(=O)NCC(=O)Nc3cccc(F)c3)cc2s1
  3.4	-4.4	1	3.3	1628	-8.3	-2.9	1.1	-7.9	5.5
Cc1ccc(/C([O-])=C(/C(=S)NCc2ccco2)[n+]2ccccc2)cc1
  4.2	-7.4	1.1	10.1	1547	10.5	-0.6	0.9	-9.4	5.1
COc1ccc(Cn2c(C)c(C)c(C#N)c2NC(=O)Nc2ccc(F)cc2)cc1
  -5.0	-0.1	1	-3.0	1448	18.8	-2.7	0.8	-13.3	4.4
CCOC(=O)CN1C(=O)COc2ccc(Cl)cc21
  -3.9	3.0	1	-6.0	1622	-1.2	-1.6	1	-5.1	6.3
CSc1nnc(-c2sccc2-n2cccc2)o1
  1.7	-3.9	1	4.9	1609	-3.5	-3.7	1	-15.6	-4.1
CCCSc1nsc(SCCC)c1C#N
  4.0	-7.0	1.1	-2.8	1367	39.0	-2.6	0.6	-14.2	-1.5
Cc1occc1C(=O)N=Nc1c(O)n(C)c2ccccc12
  2.5	5.5	0.9	3.2	1443	-7.2	2.0	1.1	-12.8	0.6
COc1cc2c(cc1NC(=O)COC(=O)/C=C/c1ccccc1)oc1ccccc12
  -0.1	0.1	1	2.6	1536	14.1	-3.5	0.9	-14.5	1.3
O=S(=O)(Nc1cc(S(=O)(=O)N2CCOCC2)ccc1N1CCCC1)c1cccs1
  5.5	-6.3	1.1	6.8	1550	0.3	-1.8	1	-13.5	5.4
O=C1NC(c2ccccc2)Nc2c1sc(=S)n2-c1ccccc1 (centres undefined)
  8.7	-1.3	1	11.2	1833	8.9	0.3	0.9	-9.3	10.9
Cc1ccc(-n2[nH]c(C)c(C=Nc3ccc(S(=O)(=O)Nc4nccs4)cc3)c2=O)cc1C
  8.0	-2.6	1	8.7	1480	-33.1	1.0	1.3	-65.2	-1.7
Cn1nccc1C(=O)Nc1sc2c(c1C(N)=O)CCCC2
  2.7	-0.8	1	7.8	1666	-3.4	1.1	1	-2.8	11.0
CC(=O)c1ccc(N2Cc3ccccc3/C2=N\C(=O)Nc2ccc(Cl)cc2)cc1
  3.0	-0.2	1	8.9	1585	-2.8	-2.1	1	-6.8	4.9
Cc1oc(-c2cccc(Cl)c2)nc1CN1CCC(C(=O)N2CCN(c3ccccc3F)CC2)CC1
  5.9	-2.8	1	1.1	1765	-6.8	1.4	1.1	-7.0	11.9
Cc1nn(Cc2ccc(F)cc2)c(C)c1NC(=O)c1noc2c1CCc1ccccc1-2
  2.3	1.4	1	6.9	1704	13.7	-5.3	0.9	-12.5	5.5
CCC(C)NC(=O)Cn1cnc2sc(C)cc2c1=O (centres undefined)
  -6.6	-4.8	1	5.6	1542	-2.2	-1.6	1	0.5	-1.5
N#Cc1cc2ccc(N3CCOCC3)cc2cc1C#N
  2.2	-1.3	1	1.7	1420	6.6	0.1	0.9	-6.7	2.1

Screening data from PubChem.
